IL-2 act = IL-2 activation; IL-2 activation reporter assay, cell-based qHTS; stimulated with anti-CD3/CD4/CD28 beads; in transgenic mouse T cells; activation, % (series mostly up to about 46 µM); actives 0.065% (n = 360,000); in the data active = activation above about 50%; inconclusive = mostly about 30% to 49%; note: 0% is about no effect
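Using fluorescent plate cytometry, EGFP and DsRed are detected in transgenic mouse T cells stimulated 18 h at 37 degrees C with antibody-coated beads after 60 min compound pretreatment.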
PLK1 PBD block = inhibitors of human PLK1 polo-box domain binding | Plk1 PBD binding of FITC phosphopeptide, fluorescence polarization | Potency, µM, without a hit: max response, negative = inhibition, most hits filed as inhibitors | actives 2.8% (n = 360,000) | AID 720504; note: potency is the fitted concentration of half-maximal effect; series mostly up to about 57 µM; % is set by controls: 0 for no effect and ±100 for the full control effect; nearly all actives have a fitted effect of over 65% in size
Target sequence (P53350 whole entry, looked up, the tested form may be a part): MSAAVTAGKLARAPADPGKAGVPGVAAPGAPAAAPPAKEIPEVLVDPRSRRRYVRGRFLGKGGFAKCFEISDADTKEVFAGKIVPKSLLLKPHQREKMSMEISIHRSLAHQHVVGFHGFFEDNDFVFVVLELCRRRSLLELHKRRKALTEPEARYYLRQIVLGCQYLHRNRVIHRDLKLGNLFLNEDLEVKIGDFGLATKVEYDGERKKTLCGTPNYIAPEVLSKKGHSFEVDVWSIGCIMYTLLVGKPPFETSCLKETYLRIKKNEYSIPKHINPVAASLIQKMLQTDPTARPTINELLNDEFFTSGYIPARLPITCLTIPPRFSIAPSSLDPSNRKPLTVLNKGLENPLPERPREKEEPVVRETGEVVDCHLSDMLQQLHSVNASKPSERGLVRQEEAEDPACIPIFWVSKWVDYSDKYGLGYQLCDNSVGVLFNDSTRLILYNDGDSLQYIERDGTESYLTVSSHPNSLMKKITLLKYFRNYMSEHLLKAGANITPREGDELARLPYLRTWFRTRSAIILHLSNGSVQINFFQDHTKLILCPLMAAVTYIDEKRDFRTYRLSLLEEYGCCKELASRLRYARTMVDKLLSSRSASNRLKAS
GLP-1R agonist = activates the human GLP-1 receptor | HEK293 GLP-1R CRE-luciferase, luminescence, 4-6 h; cells express a hypersensitive GLP-1R form | AID 624172 | P43220 | actives 0.007% (n = 380,000) | Potency, µM (top dose mostly 45.6 µM), inactives show at the highest dose activation, hits mostly activators; note: potency is the fitted concentration of half-maximal effect; % of control where 0% means no effect
Target sequence (P43220 whole entry, looked up): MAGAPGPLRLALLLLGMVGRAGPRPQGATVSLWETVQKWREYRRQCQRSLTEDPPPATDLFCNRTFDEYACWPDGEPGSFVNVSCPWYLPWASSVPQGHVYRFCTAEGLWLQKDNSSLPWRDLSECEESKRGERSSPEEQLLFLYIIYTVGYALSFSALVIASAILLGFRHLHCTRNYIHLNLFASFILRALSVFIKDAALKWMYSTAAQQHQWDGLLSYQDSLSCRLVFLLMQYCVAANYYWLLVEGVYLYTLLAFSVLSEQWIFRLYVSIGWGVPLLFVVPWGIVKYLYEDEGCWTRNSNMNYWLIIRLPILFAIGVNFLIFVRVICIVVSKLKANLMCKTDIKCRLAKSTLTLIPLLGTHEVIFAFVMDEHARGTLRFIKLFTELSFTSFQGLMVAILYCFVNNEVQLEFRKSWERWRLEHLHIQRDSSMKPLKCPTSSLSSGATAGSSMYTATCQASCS
PI5P4K alpha inh = PI5P4K alpha (human) kinase inhibition | P48426 | PI5P4Kalpha enzyme, ADP-Glo luminescence, 60 min; hits give low values | max response, % | actives 1.2% (n = 330,000) | AID 652105; active = max response of -50% or lower; inconclusive = between -30% and -50%; inactive = -30% or higher; note: value at the top dose of about 77 µM; % is set by controls: 0 for no effect and ±100 for the full control effect
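Controls without substrate or without enzyme flank wells where PI5P4Kalpha converts substrate using 5 microM ATP (final). Incubation lasts 60 minutes at room temperature; ADP formed is read by ADP-Glo luminescence.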
WRN inhibitor = inhibitors of human WRN helicase. Q14191. WRN helicase unwinding, fluorescent forked duplex, kinetic. Potency, µM (top dose mostly 114 µM), inactives show top-dose activity change, negative = inhibition, hits mostly inhibitors. actives 0.46% (n = 360,000). AID 651768; note: potency is the fitted concentration of half-maximal effect; % is set by controls: 0 for no effect and ±100 for the full control effect; nearly all actives have a fitted effect of over 55% in size
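Enzyme (20 nM final) and test compound sit together 15 min at room temperature before substrate addition. Substrate is a single-forked duplex oligonucleotide (100 nM) labelled with fluorophore and quencher, with 2 mM ATP; helicase unwinding raises red fluorescence, read kinetically.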
D3 ag = D3 dopamine receptor (human) agonism | P35462 | D3R DiscoveRx beta-arrestin cells, luminescence, 90 min | max activation, % | actives 0.58% (n = 410,000) | AID 652048; in the data active = max activation above about 30%; note: 0% is about no effect; mostly tested at two doses, the higher about 12 µM
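Agonist-mode cell screen: cells plated at 1500/well and incubated overnight at 37 °C, then exposed to library compounds for 90 min at 37 °C. Detection reagent was added for 30–60 min at room temperature, and luminescence was read.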
HEK293 tox = cytotoxicity counter-screen for GLP-1 receptor inverse agonists; AID 624418; Potency, µM (titrated, usually from 38.3 µM), for inactives: at the top dose activity change, negative = inhibition, most hits filed as inhibitors; actives 0.13% (n = 410,000); HEK293 cAMP-luciferase reporter cells, luminescence, 24 h;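 note: loss of luciferase light is scored as toxicity; potency is the fitted concentration of half-maximal effect; % is set by controls: 0 for no effect and ±100 for the full control effect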
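Cells in DMEM/10% Nu serum/1% pen-strep, 1536-well format. Pre-incubated 12 h, dosed with 23 nL compound, incubated a further 24 h. Luciferase detection, 12 min at room temp, luminescence.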
GLP-1R inv ag = inverse agonists of human GLP-1 receptor | actives 1.6% (n = 410,000) | HEK293 GLP-1R CRE-luciferase, luminescence, 24 h; GLP-1R form is constitutively active | P43220 | AID 624417 | Potency, µM (doses to about 38.3 µM), without a hit: top-dose activity change, negative = inhibition, actives largely listed as inhibitors; note: potency is the fitted concentration of half-maximal effect; % is set by controls: 0 for no effect and ±100 for the full control effect; nearly all actives have a fitted effect of over 55% in size
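Inverse agonists were sought by their lowering of basal cAMP reporter luciferase output in HEK293 cells stably carrying constitutively active human GLP-1R, after 24 h compound treatment.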
DRD3 antagonist = D3 dopamine receptor (human) antagonism; max response, negative = inhibition, %; actives 2.5% (n = 360,000); AID 652054; D3R cells, DiscoveRx beta-arrestin luminescence, antagonist mode; hits give low values; P35462; in the data active = max response below about -50%; inconclusive = no clear call, values can overlap the other calls; note: % is set by controls: 0 for no effect and ±100 for the full control effect; mostly tested at two doses, the higher about 12 µM
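Cells plated overnight at 1500 cells/well, then exposed to library compounds with dopamine controls for 90 minutes at 37 degrees C. DiscoveRx reagent added for 30–60 minutes at room temperature; luminescence read, quantitative HTS format.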
Active calls of the source: *; ? = inconclusive; . = not tested or not shown; & = joins results of further samples; [ ] = another dose, or the depositor's remark. Unless noted, calls come from the whole dose curve; as a rule, active = well fitted curve in the direction sought with a large enough effect; inconclusive = small, poorly fitted or top-dose-only effect, or another doubt; inactive = no such curve, though single readings can be large; an effect the other way counts as inactive or inconclusive. Compounds were not picked by outcome; 7.8% or so of the library scored in one or more.

# | SMILES | IL-2 act | PLK1 PBD block | GLP-1R agonist | PI5P4K alpha inh | WRN inhibitor | D3 ag | HEK293 tox | GLP-1R inv ag | DRD3 antagonist
1 | COc1ccc(CNC(=O)CN2CCN(c3ccccc3O)CC2)cc1OC | -1.7 | -13% | 18% | 5 | -9%[57.1 µM] | 4 | 5% | 81%[activator] | -23
2 | Cc1ccc(Nc2c(F)c(F)c(F)c(F)c2C(=O)O)cc1 | -2.4 | 4% | 2% | -1 | 10% | 4 | -6% | -16% | 7
3 | COc1ccc(C(CC(=O)NCCCN2CCOCC2)NS(=O)(=O)c2ccc(C)cc2)cc1 (centres undefined) | 5.7 | -3% | -9% | 6 | -16% | 4 | 9% | 5% | 0
4 | Cc1nc2ccccn2c1-c1csc(NCc2ccco2)n1 | -0.1 | -17% | 9% | 7 | -5% | 9 | -5% | -20% | 22
5 | COc1ccc(N(Cc2ccccc2)S(=O)(=O)c2cccc(C(=O)Nc3ccccn3)c2)cc1 | -3.5 | -9% | 8% | 13 | -16% | -10 | -1% | ? | -16
6 | Nc1cccc2c1C(=O)N(C(=O)c1ccco1)C2=O | 0.8 | -19% | 0% | 1 | 6% | 10 | 359%[activator] | 18% | 4
7 | CCCC(=O)N1CCC1(C)C(=O)Nc1ccc(OC)c(OC)c1 (centres undefined) | -0.5 | 4% | 0% | 1 | 3% | 13 | 4% | 3% | -3
8 | O=C(CCc1ccc(S(=O)(=O)N2CCOCC2)cc1)OCc1nc2ccccc2s1 | -2.0 | -4% | 4% | 0 | -7% | 1 | 4% | -4% | 5
9 | O=S1(=O)NC(c2ccccc2)CC(CC2CCCCC2)O1 (centres undefined) | -0.2 | -7% | 28% | 1 | -2% | -6 | 11% | ? | -14
10 | Cc1cc(=O)n(C)c2ccccc12 | 2.5 | 5% | -1% | -8 | 2% | 4 | -10% | 3% | 2
11 | COc1ccc(NC(=O)c2ccc3c(=O)n(-c4ccc(OC)cc4OC)c(=S)[nH]c3c2)cc1 | 1.6 | ? | 0% | 0 | -19% | 2 | -1% | ? | -24
12 | Cc1cc2oc(=O)cc(CN3CCCCC3)c2cc1Cl | -0.8 | -16% | 11% | -2 | -8% | -21 | 6% | 4% | 0
13 | Cc1ccn2c(c1)nc(=O)c1cc(S(=O)(=O)N3CCC(C)CC3)ccc12 | -2.8 | ? | -2% | -18 | 19% | 5 | -7% | 26% | 9
14 | Cn1cc(CC(=O)NCCCN2CCOCC2)c2ccccc21 | -0.3 | -8% | 3% | -3 | 0% | 10 | 2% | 1% | 3
15 | CC(=O)N1CCN(C(=O)c2ccc3c(c2)OCO3)CC1 | 1.5 | 3% | 3% | 3 | 13% | -4 | -3% | -13% | 7
16 | O=C(Cn1cnc2ccccc2c1=O)NCC(=O)N1CCN(c2ccccn2)CC1 | -0.5 | -7% | -9% | 0 | 4% | -16 | 3% | -1% | 15
17 | C#CCOCCOCCOCCNc1nc(N2CCN(C(=O)Cn3cc(CCCN=C(N)N)nn3)CC2)nc(N2CCN(C(=O)[C@H]([C@@H](C)CC)n3cc(CCCCN)nn3)CC2)n1 | 0.6 | -5% | -2% | -9 | -1% | -20 | 5% | 18% | 0
18 | CCOC(=O)CSCc1cn2cc(Cl)ccc2n1 | 0.4 | -4% | 1% | 12 | 2% | 3 | -1% | 4% | -29
19 | O=C(CC12CC3CC(CC(C3)C1)C2)NCc1ccco1 | -0.2 | -13% | 3% | 1 | 0% | -1 | 4% | 0% | -8
20 | CCN(CC)C(=O)COc1ccc2oc(C)c(C(=O)OC)c2c1 | 0.5 | -16% | -2% | 2 | -2% | -3 | 0% | -26% | 8
21 | S=C(NCCCN1CCOCC1)NC1CC1 | 0.7 | -12% | 4% | -12 | 2% | 0 | 15% | -1% | -6
22 | COc1cc(CN2CCC(CO)(Cc3cccc(C(F)(F)F)c3)CC2)ccc1F | 0.5 | 1% | -1% | 1 | -8% | -15 | ? | 3.2µM* | 0
23 | CCCCCCC1C(C#N)=C(N)OC2=C1C(=O)CCC2 (centres undefined) | -0.6 | -6% | 10% | 0 | 1% | 6 | -1% | ? | 6
24 | Cn1cc(C(=O)c2cccc(Cl)c2Cl)cc1C#N | -4.5 | -9% | 14% | -6 | 4% | -8 | 6% | -27% | -10
25 | CCCCN1CN(Cc2ccco2)CNC1=S | -2.4 | -3% | 0% | -3 | 6% | 9 | -3% | 11% | 8
26 | O=C(NCc1ccccc1Cl)C1CCCN(S(=O)(=O)c2cccc3nsnc23)C1 (centres undefined) | -0.5 | ? | 0%&0% | . | -7% | 0&-7 | ? | ? | 4
27 | CC(c1ccco1)N(C(=O)c1ccccc1NS(=O)(=O)c1ccc(Cl)cc1)c1ccccn1 (centres undefined) | 0.0 | -17% | -22% | -2 | ? | -7 | -3% | ? | -24
28 | COc1ccccc1C1(O)C(=O)Nc2ccc(C)cc21 (centres undefined) | 2.1 | 11% | 1% | 3 | -2% | 9 | -1% | -16% | 0
29 | C#CCOc1nc(Nc2cccc([N+](=O)[O-])c2)nc(OCC#C)n1 | -0.7 | -15% | 26% | 2 | -23% | 2 | 4% | ? | 0
30 | CCOC(=O)c1ccc(NCC(O)COc2ccccc2)cc1 (centres undefined) | -0.1 | -9% | 15% | 3 | -23% | -12 | 7% | ? | -16

Carrying on.
# | SMILES | IL-2 act | PLK1 PBD block | GLP-1R agonist | PI5P4K alpha inh | WRN inhibitor | D3 ag | HEK293 tox | GLP-1R inv ag | DRD3 antagonist
31 | Cc1ccc(NC(=O)c2ccco2)c(NC(=O)c2ccc(Cl)cc2)c1 | -0.1 | -11% | 11% | 11 | 7% | -3 | 0% | -30% | -6
32 | Cc1cc(NC(=O)COC(=O)C2CCN(S(=O)(=O)c3ccccc3)CC2)c([N+](=O)[O-])cc1C | -0.5 | -11% | -5% | -13 | -22% | -4 | 12% | 51%[activator] | 10
33 | O=C(NCCN1CCCCC1)c1cc(Cl)ccc1Cl | 3.7 | -7% | -14% | 2 | 3% | -16 | 10% | -17% | 1
34 | Cn1ncc(C#N)c1NC(=O)C1CC(c2c(F)cccc2Cl)=NO1 (centres undefined) | -0.6 | -6% | -7% | . | -2% | 6 | -8% | -23% | -10
35 | CC(C)(Oc1ccc(Cl)cc1)C(=O)Nc1ccncc1 | -0.5 | -6% | -9% | 2 | 5% | 1 | 5% | -43% | 5
36 | O=C(CN1C2CCCC1CC(NC(=O)c1ccccc1)C2)Nc1ccccc1 (centres undefined) | -1.0 | -6% | 7% | 1 | -4% | -12 | 14% | ? | -26
37 | Cc1c(NC(=O)COC(=O)CCc2c[nH]c3ccccc23)c(=O)n(-c2ccccc2)n1C | -0.4 | -3% | -6% | -1 | -15% | 6 | 5% | 22% | 4
38 | COc1ccc(CCNC(=O)CN(Cc2ccc(Cl)cc2)S(C)(=O)=O)cc1 | -0.2 | -7% | 10% | 4 | 3% | 0 | -5% | -28% | 8
39 | Cc1cc(C)c2c(CN3CCN(c4ccccc4F)CC3)cc(=O)oc2c1 | -0.3 | -19% | -4% | -3 | -8% | -15 | 4% | 19% | ?
40 | O=[N+]([O-])c1ccc(CN2CCCCCC2)cc1 | 0.4 | -7% | 1% | 0 | 6% | -8 | -10% | -23% | 2
41 | O=C(Nc1ccc(C(=O)N2CCN(c3ccccc3)CC2)cc1)C1=CSCCO1 | -3.4 | ? | 1% | -5 | 4% | 0 | -3% | ? | 13
42 | CCOC(=O)C1CCN(S(=O)(=O)c2ccc(Cl)cc2)CC1 | 0.1 | 0% | 13% | 3 | 3% | 3 | 1% | -18% | -7
43 | O=C1CCCC(O)=C1N=Nc1ccc2ncsc2c1 | 0.1 | -23% | 0% | -66* | -32% | -6 | -20% | 17% | -6
44 | O=C1C2C3CCCC3=C3CCCC3C2C(=O)N1c1ccc(Cl)cc1 (centres undefined) | 0.5 | -2% | -16% | -2 | -10% | 6 | -17% | 2% | 0
45 | Cc1ccc2nc(-c3ccco3)c(CC(C)(C)C)n2c1 | -1.0 | -15% | 12% | -22 | -4% | -11 | 1% | 30%[activator] | -6
46 | Nc1nn(S(=O)(=O)c2ccccc2)cc1-c1cccc([N+](=O)[O-])c1 | 4.1 | -9% | 8% | -2 | 20%[57.1 µM] | -9 | -1% | 7% | -24
47 | Cc1c(Cl)c([N+](=O)[O-])nn1CCCC(=O)Nc1cccc(O)c1 | 0.8 | 0% | 10% | 0 | -17% | 4 | -6% | 4% | 2
48 | COc1ccc(CN(C)CCCn2cnc3c(OC)ncnc32)cc1OC | -1.2 | -5% | 2% | -3 | 1% | 3 | 3% | -1% | 4
49 | CCOc1ccc(C2=NNC(c3cccnc3)=Nc3ccc(OC)cc32)cc1 | 0.3 | -18% | 8% | 1 | -5% | 12 | 4% | -19% | -6
50 | CC(Sc1ccc(Cl)cc1)C(=O)NCC1CCCO1 (centres undefined) | 5.4 | -9% | 7% | 0 | -8% | -5 | 4% | 0% | -27
51 | COc1ccc(N2CCN(C(=O)c3ccc(Cl)c(S(=O)(=O)N4CCCC4)c3)CC2)cc1 | -1.4 | -7% | -5% | 0 | -2% | -1 | 3% | -20% | 53
52 | Cc1ccc(/C=C(\C#N)C(=O)Nc2ccccn2)o1 | 0.5 | ? | -3% | -12 | -2% | -3 | 14% | 17% | -3
53 | CN(C)c1ccc(NC(=S)N2CCN(c3ncc(C(F)(F)F)cc3Cl)CC2)cc1 | -0.6 | -1% | 0% | -1 | -8% | -11 | -5% | -38% | -8
54 | Cc1cccc(NCC(=O)NNC(=S)Nc2ccccc2)c1 | 0.0 | -19% | -4% | -8 | -5% | -10 | 19% | -24% | ?
55 | CC(Oc1cc(Cl)ccc1Cl)C(=O)N/N=C\c1ccnn1C (centres undefined) | -0.1 | -6% | 0% | -6 | 3% | -4 | 2% | -26% | 5
56 | Cc1cc(NS(=O)(=O)c2ccc(NC(=O)c3ccc(Br)o3)cc2)nc(C)n1 | -0.7 | ? | 0% | -2 | -5%[11.6 µM] | -6 | -1%[7.66 µM] | 0%[7.66 µM] | 13

High-throughput results deposited in PubChem BioAssay by National Center for Advancing Translational Sciences (NCATS).
